# Rpn11 inh: inhibitors of human proteasome Rpn11 | human 26S proteasome, Ub4-pepOG fluorescence polarization; 20S core pre-blocked with epoxomicin | calls only at 20 µM | 360,000 compounds, 0.59% hits;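 active = inhibition at 20 µM, scaled to each plate's controls, above about 33%, limit read from the data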
# LMPTP inh: LMPTP (human) inhibition. AID 651560. 360,000 compounds, 0.22% hits. recombinant LMPTP-A, OMFP fluorogenic substrate, fluorescence intensity. inhibition, % at 20 µM;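 active = compounds that cut the enzyme signal by at least half of the control window in the single-dose screen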;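 also: plate controls were DMSO wells with enzyme plus substrate for no effect and substrate without enzyme for full effect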
#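 Material: LMPTP-A; amount: 0.625 nM enzyme; doses: single 20 µM dose; times: reaction 50 min, room temperature, dark; technique: fluorescence intensity of OMFP turnover product; benchmarks: no-enzyme and uninhibited controls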
# CSN inh: inhibitors of human CSN-mediated cullin deneddylation. Purified CSN, SCF-Nedd8-OG deneddylation, fluorescence polarization. inhibition, % at 12.5 µM. 360,000 compounds, 0.38% hits. Q92905;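 active = pattern-corrected inhibition above about 35%, with an unprinted fluorescence ratio check between 0.5 and 1.5, limit read from the data, passing the limit was not always enough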;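 also: 0% = enzyme with substrate and 100% = substrate without enzyme; some results filed as inactive read as strong as hits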
#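 Assay system: Purified human Csn5 enzyme expressed in HEK293T cells | Amount: Enzyme 0.24 nM | Measured by: Fluorescence polarization readout | Medium: Tris/NaCl/DTT buffer, pH 7.5 | Compound dosing: One concentration, 12.5 µM, 0.25% DMSO | Times: 90 min incubation of compound, enzyme and substrate at room temperature | Control set: no-enzyme wells high, enzyme-with-substrate wells low | Read-out: % inhibition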
# Scp1 inh: Scp-1 (human) phosphatase inhibition. Q9GZU7. Recombinant Scp1, phosphopeptide, malachite green phosphate absorbance. inhibition, % at 20 µM. 340,000 compounds, 0.88% hits. AID 493091;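 active = inhibition above about 50% at 20 µM, limit read from the data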;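 also: plate controls were DMSO wells with enzyme for no effect and wells lacking enzyme for full effect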
#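 System: truncated SCP-1 phosphatase (76-261aa); medium: Tris acetate buffer pH 5.5 with MgCl2 and Tween-20; incubation: 45 min room-temperature reaction, 5 min colour, 30 min stabiliser; compound: single 20 µM dose, 1% DMSO; reagent: Phosphorylated 17-residue peptide substrate; read-out: % inhibition at 20 µM; technique: colorimetric free-phosphate detection, absorbance 630 nm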
# NadD inh: inhibitors of Staphylococcus aureus NadD; purified NadD enzyme, colorimetric absorbance read-out; inhibition, % at 20 µM; 360,000 compounds, 0.78% hits; AID 602399; in the data active = inhibition above about 26%; also: some compounds past the cut are filed as inactive
# SUMO1-SIM PPI: alters human SUMO1 binding to SIM partners; P63165; SUMO1 binding to a labelled peptide, TR-FRET, 1 h; inhibition, % at 20 µM; 360,000 compounds, 0.33% hits; in the data active = inhibition above about 37%
# DNMT1 inh: DNMT1 (human) enzyme inhibition | P26358 | DNMT1 molecular beacon, Hinp1I cleavage, fluorescence | inhibition (reported as % activation of signal), % at 10 µM | 360,000 compounds, 0.83% hits; in the data active = inhibition above about 50%
# Target sequence (P26358 504-1616 limits assumed): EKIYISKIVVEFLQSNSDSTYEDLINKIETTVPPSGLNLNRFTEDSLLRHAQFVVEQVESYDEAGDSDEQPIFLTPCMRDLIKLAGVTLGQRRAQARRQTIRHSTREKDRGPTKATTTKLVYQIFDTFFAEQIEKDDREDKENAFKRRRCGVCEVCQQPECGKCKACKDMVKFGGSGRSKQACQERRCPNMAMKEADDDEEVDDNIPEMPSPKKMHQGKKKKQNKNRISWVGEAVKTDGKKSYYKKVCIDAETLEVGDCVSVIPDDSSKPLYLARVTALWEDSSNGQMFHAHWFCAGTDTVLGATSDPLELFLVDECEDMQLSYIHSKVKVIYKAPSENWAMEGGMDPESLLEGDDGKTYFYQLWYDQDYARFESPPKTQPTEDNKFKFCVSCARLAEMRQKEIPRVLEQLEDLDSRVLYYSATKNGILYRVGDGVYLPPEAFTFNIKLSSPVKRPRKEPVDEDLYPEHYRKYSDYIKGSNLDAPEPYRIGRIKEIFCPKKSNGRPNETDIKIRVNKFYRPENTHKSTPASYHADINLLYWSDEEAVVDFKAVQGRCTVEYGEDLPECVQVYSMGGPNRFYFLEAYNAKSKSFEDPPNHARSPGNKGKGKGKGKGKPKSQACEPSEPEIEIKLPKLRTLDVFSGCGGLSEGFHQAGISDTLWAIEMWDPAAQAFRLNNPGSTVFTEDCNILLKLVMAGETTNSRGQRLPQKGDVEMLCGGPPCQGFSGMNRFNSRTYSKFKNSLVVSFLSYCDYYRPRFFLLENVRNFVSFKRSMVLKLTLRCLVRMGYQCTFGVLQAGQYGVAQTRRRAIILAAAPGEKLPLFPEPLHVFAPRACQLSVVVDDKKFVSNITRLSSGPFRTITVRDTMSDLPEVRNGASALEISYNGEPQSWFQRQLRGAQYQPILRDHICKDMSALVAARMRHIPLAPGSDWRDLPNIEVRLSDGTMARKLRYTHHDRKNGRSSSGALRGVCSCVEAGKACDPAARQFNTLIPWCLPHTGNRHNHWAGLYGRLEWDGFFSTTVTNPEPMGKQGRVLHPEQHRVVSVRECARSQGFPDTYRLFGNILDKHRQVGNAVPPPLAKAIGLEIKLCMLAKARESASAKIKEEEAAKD
# Neddylation inh: blocks human cullin neddylation. TR-FRET cullin neddylation, biochemical. calls only at 25 µM. 360,000 compounds, 0.58% hits; in the data active = inhibition above about 36%
# Rin1-Abl PPI inh: blocks binding of human Rin1 to Abl | TR-FRET Rin1/Abl binding, biochemical | inhibition, % at 7.35 µM | 360,000 compounds, 0.4% hits | P00519+Q13671 | AID 588664; in the data active = inhibition above about 5%, passing the limit was not always enough
# STEP block: blocks human striatal-enriched tyrosine phosphatase | 360,000 compounds, 0.25% hits | AID 588621 | recombinant STEP, OMFP fluorogenic substrate, fluorescence | P54829 | inhibition, % at 20 µM;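 active = inhibition at 20 µM, scaled per plate between control wells, above about 37%, limit read from the data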;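 also: 0% = DMSO with enzyme and substrate and 100% = substrate only without enzyme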
#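 System: isolated STEP enzyme; schedule: 20 min enzyme reaction at room temperature, protected from light; medium: Bis-Tris buffer pH 6.0, 2.5 mM DTT, 0.005% Tween 20; signal: fluorescence, 480/540 nm; dosing: single compound dose of 20 µM, 1% DMSO final; also added: OMFP substrate, 25 µM final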
# Starred values were filed as active, the others as inactive; i = inactive; . = not tested or not shown.
entry	Rpn11 inh	LMPTP inh	CSN inh	Scp1 inh	NadD inh	SUMO1-SIM PPI	DNMT1 inh	Neddylation inh	Rin1-Abl PPI inh	STEP block	Molecule
1	i	-2.3	-11	5	2	-2	6	i	2	2	CCc1ccc(NC(=O)C2CC(=O)Nc3ncnn32)cc1 (configuration not stated)
2	i	4.4	12	3	14	0	-16	i	-4	2	COc1ccc(NC(=S)N(CCc2c(C)[nH]c3ccc(C)cc23)Cc2cccs2)cc1
3	i	3.1	-3	0	-5	2	-3	i	1	0	C=CCc1c(C)nc(SC)nc1Nc1ccc(C)cc1
4	i	0.7	4	-5	9	-15	-1	i	-9	2	O=C(COc1c(Br)cc(Br)c2cccnc12)N1CCCCC1
5	i	-0.2	2	-6	-2	6	1	i	3	2	O=C(Nc1ccc(S(=O)(=O)Nc2ncccn2)cc1)c1ccc(Br)o1
6	i	0.0	1	-1	3	-22	-7	i	-6	2	Nc1nc(-c2ccc3ccccc3c2)cs1
7	i	1.0	1	-21	-10	6	-9	i	2	-1	COc1cc(OC)cc(C(=O)Nc2ccc(C(=O)Nc3ccccc3OC)cc2)c1
8	i	-0.5	-6	-13	-10	-1	7	i	1	0	COc1ccccc1NC(=O)Nc1cc(C(C)C)ccc1C
9	i	-2.0	-5	4	5	0	-10	i	0	-11	CN1C(=O)CC(N2CCN(CCN=CC3=C(O)CC(C)(C)CC3=O)CC2)C1=O (configuration not stated)
10	i	-0.6	1	-3	-2	-3	-3	i	-2	-1	COCCCNC(=O)c1cc(C)nc2ccc(F)cc12
11	i	-1.2	-1	-3	-14	5	-1	i	0	2	CCc1cccc(CN2CCC(CNC(=O)Nc3ccc(Cl)cc3)CC2)c1
12	i	-0.7	-1	-6	2	-1	-14	i	-5	-1	CCOCC(=O)Nc1cccc(Br)c1
13	i	-0.4	-2	-11	-2	2	3	i	0	-4	CC(C)c1ccc(NC(=O)CSc2n[nH]c(=O)n2Cc2ccco2)cc1
14	i	-2.5	5	-1	-5	-1	0	i	-2	-2	COc1ccc(C(=O)OC(C)CN2CCN(C)CC2)cc1 (configuration not stated)
15	i	-1.5	-1	-2	2	-1	8	i	0	1	CC1CCC(NC(=O)CN(C)CC(=O)Nc2ccc(F)cc2)CC1 (configuration not stated)
16	i	0.1	6	1	-1	-23	1	i	0	-2	O=C(N1CCOCC1)N1CCN(S(=O)(=O)c2cccc([N+](=O)[O-])c2)CC1
17	i	-0.9	-2	-1	-4	4	19	i	-3	1	CC(=O)OC1c2ccccc2C(=O)N1Cc1ccccc1Cl (configuration not stated)
18	i	1.5	-3	-12	-4	7	-2	i	1	0	C=CCN(C(=O)C1CSC2(C)CCC(=O)N12)c1nc(-c2ccccc2)cs1 (configuration not stated)
19	i	-0.7	4	-1	-2	5	-2	i	0	4	Cc1c(C)c2ccc(OCC(=O)Nc3ccccc3C(N)=O)cc2oc1=O
20	i	1.5	2	4	-5	-3	-4	i	-1	1	COC(=O)c1cccc(COC(=O)c2cccnc2SC)c1
21	i	27	5	4	-9	-3	39	i	1	32	CCOC(=O)c1cnc2c(ccc3ccccc32)c1N
22	i	-2.0	-1	-4	2	4	2	i	1	-3	Cc1ccc(C(=O)Nn2cnnc2)cc1
23	i	-0.2	1	-7	-2	8	0	i	4	-3	COC(=O)c1ccc(C)c(NC(=O)Cn2c(C)csc2=O)c1
24	i	4.7	3	-13	7	-14	-3	i	5	6	CCc1ccc(/C=c2\s/c(=C\C(=O)C(C)(C)C)[nH]c2=O)cc1
25	i	1.7	0	-11	-9	-2	0	i	3	0	O=C(OC(C(=O)Nc1ccc([N+](=O)[O-])cc1Br)c1ccccc1)c1ccccc1 (configuration not stated)
26	i	0.8	-9	-17	-5	2	-4	i	0	3	COc1ccc(OC)c(S(=O)(=O)N2CCN(c3c(C)cccc3C)CC2)c1
27	i	-2.0	-2	0	-2	-1	9	i	3	2	CCNS(=O)(=O)c1ccc(NC(=O)c2cccnc2)cc1
28	i	-0.8	-2	5	-2	2	2	i	1	-1	COCC1CCCN(Cc2nc(C(c3ccccc3)c3ccccc3)no2)C1 (configuration not stated)
29	i	-1.4	-1	-6	-4	0	1	i	2	0	COc1ccccc1C(=O)Nc1ccc2c(c1)nc(CCNC(C)=O)n2C
30	i	1.2	-1	-2	11	0	-11	i	-3	1	Nc1nc(COC(=O)c2ccc3c(c2)OCCO3)nc(Nc2ccccc2)n1
31	.	1.0	0	.	5	9	.	i	.	.	CCCc1c(-c2ccccc2Br)ncn1Cc1ccccc1OC
32	i	1.9	-4	-17	4	-1	-7	i	5	2	O=S(=O)(c1cccc(S(=O)(=O)N2CCC(n3nnc4ccccc43)CC2)c1)N1CCCCC1
33	i	2.6	4	-16	-1	1	0	.	1	1	Oc1ccccc1C1=NN(c2ccccc2)C(c2ccc(F)cc2)C1 (configuration not stated)
34	i	-2.9	5	1	3	-1	4	i	0	-3	CC(=O)NCC(=O)NC(Cc1ccccc1)C(N)=O (configuration not stated)
35	i	-0.8	106	-11	-4	-23	6	i	-2	1	CC(=O)c1cn(-c2ccc([N+](=O)[O-])cc2)c(=O)n(C)c1=O
36	i	-1.2	4	-2	-8	-1	-3	i	0	6	CCC(=O)N1CCc2cc(S(=O)(=O)NCCCN3CCN(Cc4ccccc4)CC3)ccc21
37	i	-0.9	-2	-7	0	2	-4	i	-2	6	CC12CCCCC1N(O)C(=O)C(=O)N2O (configuration not stated)
38	i	-1.5	1	-13	-2	-4	2	i	-4	3	CC1CCCN(C(=O)CN2C(=O)c3ccccc3C2=O)C1 (configuration not stated)
39	i	-1.8	-4	-10	-1	-1	1	i	-1	-3	Cn1cccc1Cc1nnc(SCC(=O)NC2CCCCC2)n1-c1ccc(F)cc1
40	i	-0.3	-1	-4	-6	2	1	i	6	-2	COc1ccc(NC(=O)CSc2nnc(-c3ccco3)n2N)cc1Cl
41	i	0.0	0	-5	16	-2	7	i	0	3	Cc1cccc(N2CN(S(=O)(=O)c3cccc([N+](=O)[O-])c3)c3nc4ccccc4nc32)c1
42	i	-1.8	3	-8	-7	0	-1	.	1	2	O=c1c2ccccc2nc2n1CCCCN2
43	i	-0.4	0	-3	-9	-1	2	i	1	-2	O=C(CCNS(=O)(=O)c1ccccc1Cl)OCc1nnc(-c2ccccc2Cl)o1
44	i	-0.2	5	-7	-2	0	1	i	0	0	CC1CCC2C(=O)N(c3cccc(C(=O)Nc4ccccc4Cl)c3)C(=O)C2C1 (configuration not stated)
45	i	-1.3	-2	-4	7	-4	-3	i	-4	-4	Cc1[nH]c2ccccc2c1/C=N/NS(=O)(=O)c1ccccc1
46	i	0.1	-4	0	1	-4	2	i	2	1	Cc1cc(NC(=O)CCC(=O)N(c2ccc(F)cc2)C(C(=O)NC2CCCC2)c2ccncc2)no1 (configuration not stated)
47	i	3.0	7	-3	0	-5	2	i	0	1	COc1ccc(N2CCN(C(=S)NCc3ccc(C)cc3)CC2)cc1
48	i	1.1	-7	-1	0	2	-3	i	-2	0	CC(NCc1ccc(F)cc1)C(=O)Nc1cc(S(=O)(=O)N2CCCCC2)ccc1Cl (configuration not stated)
49	i	-0.7	-2	0	-5	6	2	i	-1	-1	CCOC(=O)c1c(C)[nH]c(C(=O)NNC(=O)c2ccccc2)c1C
50	i	-0.5	2	7	-2	-4	4	i	-2	-4	C=CCN1C(=O)c2ccc(C(=O)N3CCC(C(N)=O)CC3)cc2C1=O
51	i	-1.9	-1	8	2	-1	2	i	-2	1	CC(C)c1nnc(NC(=O)CC(=O)Nc2ccccc2C(=O)O)s1
52	i	1.3	-2	4	-2	-1	1	i	1	1	CC(=O)N1CCN(C(=O)c2cccc(S(=O)(=O)NCc3ccccc3)c2)CC1
53	.	-0.7	2	.	.	0	.	i	.	.	CCOC(=O)[C@]12CCCC=C1N(Cc1ccccc1)C(=O)[C@H](CC(=O)NCC1CCCCC1)C2
54	i	0.3	4	-7	2	-1	-14	i	6	-2	COc1ccc(CC(=O)Nc2ccccc2NC(=O)Cc2ccc(OC)cc2)cc1
55	i	-0.4	6	-6	-4	3	-8	i	0	-2	Cc1cccc(OCC2=NS(=O)(=O)c3ccccc3N2)c1
56	i	-0.6	-3	7	-4	-2	1	i	-4	-4	Cc1nn(CCC(=O)NCc2ccc(N(C)C)cc2)c(=O)c2nn(-c3ccccc3)c(C)c12
57	i	1.2	4	-21	-3	0	-11	i	-3	-1	O=C(Nc1ccc2c(c1)OCO2)N1CCN(c2ccccc2Cl)CC1
58	i	-1.5	-1	5	-2	-2	-1	i	0	-1	COc1ccc(OCC(=O)NCCCCCCNC(=O)COc2ccc(OC)cc2)cc1
59	i	-0.7	-2	-1	-2	3	-1	i	2	2	COc1ccccc1C(C)NC(=O)Cc1ccc(S(=O)(=O)N2CCOCC2)s1 (configuration not stated)
60	i	1.7	-3	-10	-3	-2	-2	i	1	0	CC1(C)CC(=O)C(C=Nc2ccccc2Sc2ccccc2)=C(O)C1

# Following part:
entry	Rpn11 inh	LMPTP inh	CSN inh	Scp1 inh	NadD inh	SUMO1-SIM PPI	DNMT1 inh	Neddylation inh	Rin1-Abl PPI inh	STEP block	Molecule
61	i	0.1	2	1	4	-17	0	i	0	-1	O=C(CN1C(=O)c2ccccc2C1=O)NCC(=O)OCC(=O)c1cccc([N+](=O)[O-])c1
62	i	-0.1	3	5	4	0	-2	i	-7	0	Cc1cccc(N2CCN(C(=O)c3ccc(CS(=O)(=O)c4ccccc4C)o3)CC2C)c1 (configuration not stated)
63	i	2.1	-1	.	19	2	-21	i	5	1	CCC1Nc2ncnc(N3CCc4ccccc4C3)c2N(Cc2ccc(Br)cc2)C1=O (configuration not stated)
64	i	-1.0	-2	16	1	-4	6	i	-1	0	O=C(O)c1cccc(S(=O)(=O)Nc2ccccc2N2CCOCC2)c1
65	i	3.2	-1	-5	-4	12	-3	i	-1	3	Cn1cc(Br)c(C(=O)Nc2sc3c(c2C(N)=O)CCC3)n1
66	i	-2.2	-1	1	-4	3	-1	i	-2	-2	COc1ccc(Cl)cc1C(=O)n1cnc2ccccc21

# Gathered by group, the entries above containing a thiophene ring, fused or not
entry	Rpn11 inh	LMPTP inh	CSN inh	Scp1 inh	NadD inh	SUMO1-SIM PPI	DNMT1 inh	Neddylation inh	Rin1-Abl PPI inh	STEP block	Molecule
2	i	4.4	12	3	14	0	-16	i	-4	2	COc1ccc(NC(=S)N(CCc2c(C)[nH]c3ccc(C)cc23)Cc2cccs2)cc1
59	i	-0.7	-2	-1	-2	3	-1	i	2	2	COc1ccccc1C(C)NC(=O)Cc1ccc(S(=O)(=O)N2CCOCC2)s1 (configuration not stated)
65	i	3.2	-1	-5	-4	12	-3	i	-1	3	Cn1cc(Br)c(C(=O)Nc2sc3c(c2C(N)=O)CCC3)n1

# Only Rpn11 inh (3 entries from above):
item | structure | Rpn11 inh
62 | Cc1cccc(N2CCN(C(=O)c3ccc(CS(=O)(=O)c4ccccc4C)o3)CC2C)c1 (configuration not stated) | i
63 | CCC1Nc2ncnc(N3CCc4ccccc4C3)c2N(Cc2ccc(Br)cc2)C1=O (configuration not stated) | i
64 | O=C(O)c1cccc(S(=O)(=O)Nc2ccccc2N2CCOCC2)c1 | i
